ATXN2 expr inh: inhibitors of ATXN2 expression. Potency, µM (top dose mostly 57 µM), for inactives: at the highest dose activity change, negative = inhibition, usual class: inhibitors. 360,000 tested, 0.72% active. HEK-293 ATXN2-luciferase reporter, luminescence, 24 h; also: potency is read from the fitted curve at half-maximal effect; % is scaled to controls: 0 for no effect and ±100 for the full control effect; nearly all actives have a fitted effect of over 55% in size
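ATXN2-luciferase reporter cells (luciferase flanked by upstream and downstream ATXN2 gene portions) were treated 24 h at 37 °C with compounds at up to 57 uM. SteadyGlo luminescence gave expression; GF-AFC fluorescence gave viability.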
HT1080NT lethal: kills 2HG-producing HT-1080-NT fibrosarcoma cells; HT-1080-NT fibrosarcoma viability, CellTiter-Glo ATP luminescence, 48 h; Potency, µM (series often up to 46.1 µM), for the others: at the highest dose activity, negative = less viability, actives largely listed as cytotoxic; 360,000 tested, 1.6% active; AID 686970;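 also: NT is the 2HG producing partner of a matched IDH1 knockdown line; potency is read from the fitted curve at half-maximal effect; 0% = DMSO-treated cells and -100% = media-only wells without cells; nearly all actives have a fitted effect of over 55% in size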
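Compounds were tested in concentration-response format on HT-1080-NT cells for 48 hours at 37 degrees C. Cell viability came from CellTiter-Glo luminescence; curves were classified by r2, response magnitude and activity.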
S2 tox: reduces viability in counter-screen for ATXN expression inhibitors | S2 cells (HEK-293 line with an ATXN2-luciferase reporter) viability, CellTiter-Fluor protease fluorescence, 24 h | Potency, µM (series often up to 56.7 µM), usual class: cytotoxic | 400,000 tested, 0.49% active | AID 651635; also: potency is read from the fitted curve at half-maximal effect; nearly all actives have a fitted effect of over 40% in size
IL1B secr inh: inflammasome signaling inhibition, IL-1 beta readout; THP-1 LPS/ATP IL-1B secretion, AlphaLISA, 16 h; active compounds read low; activity change, % at 57.5 µM; 360,000 tested, 4.7% active; in the data active = activity change below about -50%; inconclusive = mostly about -30% to -49%; also: % is scaled to controls: 0 for no effect and ±100 for the full control effect
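THP-1 cells pretreated 1 hr with compounds (up to 57.5 uM final), then stimulated with LPS (250 ng/mL final) plus ATP (1.25 mM final); secreted IL-1B measured by AlphaLISA after 16 hr, decreased signal indicating inhibition.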
HT1080 IDH1KD tx: kills HT-1080 cells with IDH1 knockdown; HT-1080 IDH1 knockdown viability, ATP luminescence, 48 h; Potency, µM (series often up to 46.1 µM), inactives show at the top dose activity, negative = toxicity, most hits filed as cytotoxic; 360,000 tested, 2% active;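 also: potency is read from the fitted curve at half-maximal effect; 0% = DMSO wells and -100% = cell-free medium wells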
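Using the IDH1-knockdown HT-1080 line run in the same batch and compound series as the NT line, viability after 48 h at 37 °C was determined by CellTiter-Glo luminescence and expressed as % activity.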
MCF10A rereplic: inducers of DNA re-replication in MCF 10A breast cells; Potency, µM (top dose mostly 46.1 µM), inactives show at the top dose activity, positive = re-replication, usual class: activators; MCF 10A DNA re-replication, Hoechst nuclear intensity, 48 h; AID 624296; 350,000 tested, 2.9% active; also: potency is read from the fitted curve at half-maximal effect; % of control where 0% means no effect; nearly all actives have a fitted effect of over 50% in size
SW480 rereplic: inducers of DNA re-replication in SW480 colon cancer cells. 340,000 tested, 1.8% active. SW480 DNA re-replication, Hoechst DNA content imaging, 48 h. Potency, µM (doses to about 46.1 µM), without a hit: at the top dose re-replication activation, usual class: activators; also: potency is read from the fitted curve at half-maximal effect; % of control where 0% means no effect; nearly all actives have a fitted effect of over 55% in size
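DNA re-replication was detected as more nuclei of elevated Hoechst intensity after 48 hr exposure to compound (23 nL pinned per well of 250 cells).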
KB-3-1 tox: kills parental KB-3-1 adenocarcinoma cells | KB-3-1 viability, CellTiter-Glo ATP luminescence, 72 h | Potency, µM (top dose mostly 46.1 µM), for inactives: at the highest dose activity change, negative = cytotoxic, hits mostly cytotoxic | 400,000 tested, 1.4% active; also: potency is read from the fitted curve at half-maximal effect; % is scaled to controls: 0 for no effect and ±100 for the full control effect; nearly all actives have a fitted effect of over 60% in size
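Parental KB-3-1 adenocarcinoma cells in phenol-red-free DMEM with 10% FBS were pin-treated with compounds at several concentrations, incubated 72 h at 37 °C, and viability read by CellTiter-Glo luminescence; concentration-effect curves were fitted after normalization.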
KB-V1 cytotox: KB-V1 MDR subline cytotoxicity; KB-V1 MDR cells viability, CellTiter-Glo, 72 h; Potency, µM (doses to about 46.1 µM), for the others: at the top dose activity change, negative = cytotoxicity, usual class: cytotoxic; 400,000 tested, 3.4% active; also: potency is read from the fitted curve at half-maximal effect; % is scaled to controls: 0 for no effect and ±100 for the full control effect; nearly all actives have a fitted effect of over 60% in size
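In this primary screen, KB-V1 cells overexpressing P-gp are incubated with library compounds (lowest to highest concentration) for 72 h at 37 degrees C before a luminescent ATP viability read.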
Numbers without * were called inactive; i = inactive; ? = inconclusive; · = not tested or not shown; [ ] = dose if it differs, or a comment. Unless noted, calls follow the shape of the dose curve; as a rule, active = well fitted curve in the direction sought with a large enough effect; inconclusive = small, poorly fitted or top-dose-only effect, or another doubt; inactive = no such curve, though single readings can be large; an effect the other way counts as inactive or inconclusive. No enrichment for hits; any-hit rate near 11%.

Value order – ATXN2 expr inh	HT1080NT lethal	S2 tox	IL1B secr inh	HT1080 IDH1KD tx	MCF10A rereplic	SW480 rereplic	KB-3-1 tox	KB-V1 cytotox
- CCCc1ccc(OCC(=O)Nc2cc(S(=O)(=O)CC)ccc2O)cc1
→ 0%[11.3 µM]	?	i	10	?	15%	?	-9%	-4%
- O=C(CSc1nc2ccc(Cl)cc2[nH]1)NCCc1ccc(Cl)cc1
→ -14%	?	i	-17	-25%	?	6%	-4%	-5%
- O=C(CSc1ccccc1)NCCCN1CCOCC1
→ 1%	0%	i	35	-17%	0%	17%	2%	0%
- Cc1cccc(C(=O)OCC(=O)NCC2CCCO2)c1O (stereo not drawn)
→ 8%	-6%[9.24 µM]	i	-7	2%	4%	-8%	-1%	16%
- COC(=O)CNC(=O)c1ccccc1[N+](=O)[O-]
→ 6%	15%	i	-7	0%	-5%	2%	-1%	13%
- Cc1ccc(S(=O)(=O)N2CCOCC2)cc1NC(=O)CSc1ccc(Cl)cc1
→ 2%	6%	i	-9	4%	4%	-4%	-3%	?
- COc1ccc(S(=O)(=O)N(C)C)cc1NC(=O)C1CCN(c2ncnc3sc(C)c(C)c23)CC1
→ ?	-15%	i	-15	-29%	21%	-1%	-28%	?
- COc1cccc(C2=NN(C(C)=O)C(c3cccs3)C2)c1 (stereo not drawn)
→ 29%	-21%	i	14	-26%	-14%	-6%	10%	-19%
- Cc1ccc(-c2nc3cccc(C)n3c2Nc2ccc3c(c2)OCO3)o1
→ -21%	·	?	·	·	·	·	0%	10%
- Cn1ncc2c(NCCO)nc(Cl)nc21
→ -12%	-10%	?	8	-1%	0%	-3%	0%	?
- Cc1c(NS(=O)(=O)c2cc(C(=O)OCC(=O)c3ccccc3F)ccc2Cl)c(=O)n(-c2ccccc2)n1C
→ ·	0%	?	10	2%	·	·	3%	33%
- CC(=O)N1CCc2cc(S(=O)(=O)CCC(=O)NCCc3ccc(C)cc3)ccc21
→ ·	-14%	i	15	-8%	?	-6%	-15%	-4%
- Cc1ccc(N2CC(C(=O)Nc3nccs3)CC2=O)cc1 (stereo not drawn)
→ 0%	7%	i	9	9%	-4%	-14%	0%	-9%
- CC(C)Cn1c(-c2nn(C)cc2Cl)n[nH]c1=S
→ 8%	?	i	38	8%	0%	-10%	2%	22%
- COc1ccc(NS(=O)(=O)NC(=O)c2cn(C)c3ccccc23)cc1
→ ·	?	i	-3	8%	4%	0%	-3%	-17%
- Cc1ccc(NC(=O)C2CCCN(S(=O)(=O)c3c(C)n[nH]c3C)C2)cc1C (stereo not drawn)
→ 0%	·	i	·	·	·	·	0%	?
- COc1ccc(/C=C2\SC(=Nc3ccccc3OC)NC2=O)cc1
→ -20%	?	i	?	?	3.3µM*	?	?	?
- CC(CNC(=O)CCCn1ncn2c(cc3occc32)c1=O)c1ccccc1 (stereo not drawn)
→ 17%	-5%	i	-1	-1%	13%	4%	-7%	0%
- COc1ccc(CCN2CC(C(=O)OCC(=O)NC(C)c3cccc(Cl)c3)CC2=O)cc1OC (stereo not drawn)
→ 3%	6%	i	-13	15%	-3%	-3%	-8%	-5%
- COc1ccc(C)cc1NC(=O)Nc1ccncc1
→ -13%	-9%	i	-21	0%	-2%	-1%	-2%	0%
- O=C(Nc1ccccc1)OCC1CCCN2CCCCC12 (stereo not drawn)
→ -11%	7%	i	17	2%	1%	-4%	-2%	2%
- CCOC(=O)C1CCCN(C(=O)COC(=O)C2=COCCO2)C1 (stereo not drawn)
→ 1%	0%	i	17	-1%	-3%	8%	1%	3%
- Cc1cc(C)c(NC(=O)Cn2c(=O)n(Cc3ccco3)c(=O)c3ccc(C(=O)NC4CCCC4)cc32)c(C)c1
→ 0%	·	i	·	·	·	·	-1%	0%
- COCCN(C(=S)Nc1c(C)cc(C)cc1C)C(C)c1cccs1 (stereo not drawn)
→ ·	-7%	i	21	-1%	0%	0%	-5%	-2%
- Nc1c(NCc2ccccc2)c(=O)c1=O
→ 2%	-4%	i	-6	18%	6%	-10%	-6%	?
- O=[N+]([O-])c1cccc(C(=S)N2CCN(c3ccc(F)cc3)CC2)c1
→ -28%	-16%	i	-16	3%	?	?	-5%	0%
- CCOc1ccc(/C(O)=C/C(=O)C(=O)Nc2ccc(S(=O)(=O)NC(C)=O)cc2)cc1
→ 16%	3%	i	0	1%	57%	·	0%	-1%
- COc1ccc(Cl)cc1S(=O)(=O)NC(C)C(=O)NCCCn1ccnc1 (stereo not drawn)
→ 3%	-9%	i	7	1%	3%	-3%	5%	5%
- Cc1ccc(CSCC(=O)N(C)CC(=O)Nc2ccc(Br)cc2C)cc1
→ 5%	-11%	i	-6	-21%	18%	22%	2%	-14%
- COc1ccc(/C=C(\C#N)C(=O)N2COCC2(C)C)cc1
→ ·	2%	i	-26	11%	-2%	-32%	4%	23%
- COc1ccc(OC)c(CN2C(=O)CN(S(C)(=O)=O)CC2(C)C(=O)Nc2c(C)cccc2C)c1 (stereo not drawn)
→ ·	9%	·	-8	3%	·	·	-4%	-5%
- COc1cc(/C=N/NC(=O)c2cc(-c3ccccc3)nc3ccccc23)ccc1O
→ 43%[activator]	-25%	i	48	?	16%	0%	3%	27%
- N#Cc1ccc(S(=O)(=O)N2CCCCC2c2cc(C(=O)NCc3ccccc3)no2)cc1 (stereo not drawn)
→ 4%	4%	i	2	0%	·	·	0%	-1%
- CCCCCCC1C(C#N)=C(N)OC2=C1C(=O)CC(C)(C)C2 (stereo not drawn)
→ 3%	3%	i	23	10%	1%	-9%	6%	21%
- COc1cc(C2Nc3ccc4ccccc4c3C3=C2C(=O)CC(C)(C)C3)ccc1OC(C)C(=O)O (stereo not drawn)
→ 1%	4%	i	14	1%	?	?	13%	?
- CCN(CC)S(=O)(=O)c1ccc(-c2cn3cc(Cl)ccc3n2)cc1
→ 3%	0%	?	2	-2%	16%	20%	?	?
- O=C1c2ccccc2C(=O)N1CC(O)COCc1ccccc1 (stereo not drawn)
→ 2%	3%	i	5	13%	?	-4%	1%	-12%
- O=C(NCc1ccncc1)C1CCN(S(=O)(=O)c2ccccc2)CC1
→ -7%	4%	i	-5	8%	1%	-10%	11%	3%
- Cc1ccc(Cl)c2c(N=Nc3ccccc3)c(O)[nH]c12
→ ·	-3%	i	40	-6%	5%	?	0%	8%
- O=C(NCc1cnn(-c2ccc(F)cc2)c1)C1CCC(=O)N(C2CC2)C1 (stereo not drawn)
→ 5%	-1%	i	7	5%	2%	2%	7%	?
- CCc1nc2nc(C)c(NS(=O)(=O)c3cccs3)c(=O)n2[nH]1
→ -10%	?	i	11	10%	3%	-7%	0%	11%
- CN(CCOc1ccccc1)C(=O)c1cc(S(=O)(=O)N2CCCCC2)ccc1Cl
→ -22%	-12%	i	-65*	-2%	5%	-88%[inhibitor]	-6%	-26%
- COc1ccc2c(c1)CCC(=O)[C@H](O)C[C@H](c1ccccc1)OC2=O
→ -1%	-2%	i	3	-1%	·	·	9%	-4%
- OCCC1CN(C2CCN(c3ccccc3F)CC2)CCN1Cc1ccccc1 (stereo not drawn)
→ ·	-2%	·	2	1%	6%	-6%	4%	-13%
- Cc1cccc(Cn2nnc(C(=O)Nc3cc(C)ccc3C)c2N)c1
→ -38%	·	?	·	·	·	·	-5%	?
- COc1ccc(NS(=O)(=O)c2cc(Cl)ccc2Cl)cc1S(=O)(=O)N1CCCCC1
→ -20%[11.3 µM]	-9%	i	10	-7%	-9%	-17%	-2%	-23%
- O=C(COc1ccccc1)Nc1ncccn1
→ 19%	8%	i	-2	19%	9%	3%	1%	-4%
- CCCc1ccc(C(=O)NNc2cc(Cl)ccc2Cl)cc1
→ 17%	?	·	?	?	2%	-20%	1%	-9%
- CN(C)S(=O)(=O)NCC1CCCN(Cc2ccc(-c3ccccc3)cc2)C1 (stereo not drawn)
→ -17%	-22%	?	-7	-7%	10%	12%	?	-2%
- Cc1ccc(C2=N/C(=C/N3CCOCC3)C(=O)O2)cc1
→ 39%[activator]	1%	i	-27	14%	-3%	-13%	10%	15%

Reprinted at random: 2 entries already listed.
Value order – ATXN2 expr inh	HT1080NT lethal	S2 tox	IL1B secr inh	HT1080 IDH1KD tx	MCF10A rereplic	SW480 rereplic	KB-3-1 tox	KB-V1 cytotox
- Cc1cccc(Cn2nnc(C(=O)Nc3cc(C)ccc3C)c2N)c1
→ -38%	·	?	·	·	·	·	-5%	?
- CN(CCOc1ccccc1)C(=O)c1cc(S(=O)(=O)N2CCCCC2)ccc1Cl
→ -22%	-12%	i	-65*	-2%	5%	-88%[inhibitor]	-6%	-26%

New compounds follow:
Value order – ATXN2 expr inh	HT1080NT lethal	S2 tox	IL1B secr inh	HT1080 IDH1KD tx	MCF10A rereplic	SW480 rereplic	KB-3-1 tox	KB-V1 cytotox
- Cc1cc(NC(=O)CSc2nc3c(c(=O)n(C)c(=O)n3C)n2C(C)C)no1
→ -10%	6%	i	26	6%	-1%	-3%	5%	?
- COc1cccc(CN2CCN(c3ncccn3)CC2)c1
→ -1%	-3%	i	-19	-2%	-2%	-3%	0%	-2%
- Cc1ccc(S(=O)(=O)Oc2ccc(/C=N/N=C3/NC(=O)C(CC(=O)O)S3)cc2)cc1 (stereo not drawn)
→ -4%	16%	i	5	5%	26%	-10%	0%	2%
- COc1ccccc1OCC(=O)Nc1ccc(N2CCOCC2)cc1N1CCOCC1
→ -6%	4%	i	-7	6%	3%	-5%	16%	?
- Cc1ccc(-c2cc(-c3coc4ccc(Cl)cc4c3=O)c3c(n2)-c2ccccc2OC3)cc1
→ -4%	·	i	·	·	·	·	-1%	2%
- COc1ccccc1N1CCN(C(=O)c2ccc3c(=O)n(Cc4ccco4)c(=S)[nH]c3c2)CC1
→ -7%	-9%	i	14	-4%	?	1%	1%	-15%
- COc1ccc2c(c1OC)C(=O)OC2N1C(=O)CC[C@H]1C(=O)NCC1CCCO1 (stereo partly drawn)
→ 7%	2%	i	-2	8%	0%	-3%	0%	-10%
- Cn1nccc1C(=O)N1CCN(C23CC4CC(CC(C4)C2)C3)CC1
→ 2%	23%	i	45	-2%	0%	3%	7%	0%

Screens from PubChem BioAssay.
